p53ts 32C tox: qHTS Screen for Compounds that Selectively Target Cancer Cells with p53 Mutations: Cytotoxicity of p53ts Cells at the Permissive Temperature. H1299-p53A138V at 32C, ATP luminescence viability, 24 h. Potency, µM (highest dose often 46.1 µM), for inactives: top-dose activity change, negative = cytotoxicity, usual class: cytotoxic. 130,000 compounds, 0.93% hits. AID 924, 2007;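 further: 0% = DMSO and -100% = full killing by reference compound; nearly all actives have a fitted effect of over 55% in size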
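ATP-content luminescence (ATPlite) read-out after 24 h compound exposure at 32C in H1299-p53A138V cells (600/well). Tested up to 46 uM. Normalized to DMSO (0%) and 100 uM tamoxifen (100% killing); Hill-fit AC50.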
IkB sig inh: IkB Signaling; ABC-DLBCL IkBa-CBG/CBR dual luciferase ratio, 4 h; response scale: scaled: untreated 0%, proteasome inhibitor 100%; Potency, µM (highest dose often 57.1 µM), for the others: at the top dose IkBa stabilization activation; 110,000 compounds, 0.04% hits; AID 445, 2006; active means well fitted curve in the direction sought with a large enough effect in the signal ratio, not every such curve was filed as active; inconclusive means small, poorly fitted or top-dose-only effect, or a change in a side signal; the % refers to the signal ratio;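 further: the direction sought is a rising ratio; 0% = basal untreated cells and 100% = reference inhibitor full response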
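Luminescence ratio of IκBα-fused green versus native red beetle luciferase in OCI-Ly3 cells, 4 h post-doxycycline with compound; red signal alone, scaled from basal (0%) to zero light (-100%), flagged nonspecific or cytotoxic effects.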
Imprint erasure: qHTS Assay for Compounds that Induce Erasure of Genomic Imprints. Potency, µM (highest dose often 60.7 µM), without a hit: top-dose activity change, positive = activation, hits mostly activators. mouse ES Peg3-LacZ reporter, beta-gal luminescence, 40 h. 110,000 compounds, 0.02% hits. AID 1948, 2009;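 further: 0% = negative control wells on the plate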
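Each well holds 300 Peg3LacZ-Neo (maternal) female ES cells incubated 40 h at 37C, 5% CO2. LacZ is measured by BetaGlo luminescence, with AC50 and maximum efficacy derived from dose-response curves.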
p53ts 39C tox: qHTS Screen for Compounds that Selectively Target Cancer Cells with p53 Mutations: Cytotoxicity of p53ts Cells at the Nonpermissive Temperature; H1299-p53A138V viability at 39C, ATP luminescence, 24 h; Potency, µM (doses to about 46.1 µM), for inactives: top-dose activity change, negative = cell killing, hits mostly cytotoxic; 130,000 compounds, 1.5% hits; AID 902, 2007; further: nearly all actives have a fitted effect of over 55% in size
Numbers without * were called inactive; ? = inconclusive; . = no result given; [ ] = remark or other dose. Unless noted, the call rests on the fitted dose curve; in most records, active means well fitted curve in the direction sought with a large enough effect; inconclusive means small, poorly fitted or top-dose-only effect, or another doubt; inactive means no such curve, though single readings can be large; an effect the other way counts as inactive or inconclusive. Unless noted, on the % scale 0 is the no-effect control and ±100 the full control effect; potency means the concentration at half of the fitted maximal effect.

Compound	p53ts 32C tox	IkB sig inh	Imprint erasure	p53ts 39C tox
Cc1ccc(C)c(CSc2nnc(-c3cccnc3)o2)c1	6.9%	-0.1%	-11.2%	-2.8%
Cc1ccc(CN(C(=O)COc2ccc([N+](=O)[O-])cc2)c2ccccn2)o1	-2.9%	?	-9.1%[10.9 µM]	3.8%
O=C(CSc1nnnn1C1CCCC1)Nc1ccc2c(c1)OCCO2	-5.3%	-0.3%	-5.3%	-8.5%
COC(=O)C1CCN(C(=O)N2CCOCC2)CC1	3.6%	0.6%	-3.8%	-0.3%
Cc1ccc2c(c1)C1OCCC1C1N2C(=O)C2C(C(=O)O)C3C=CC21O3 (configuration not stated)	-3.3%	-0.3%	-7.5%	10.5%
CO[C@@H]1COC(=O)CC=C[C@@H](C)[C@@H]2C=C[C@H](O)[C@@H](COC(=O)C/C=C\[C@H]1C)O2	10.4%[9.22 µM]	.	.	3.5%[9.22 µM]
COc1ccc(-c2cn3c4c(sc3n2)CCCC4)cc1	6.31µM*	1.6%	-54.2%[inhibitor]	5.01µM*
O=C(CN1CCOCC1)n1c2ccccc2c2ccccc21	-7.0%	0.0%	-2.2%	-19.2%
c1csc(-c2nn3c(Cn4cnc5ccccc54)nnc3s2)c1	7.0%	14.0%	-10.9%	7.3%
COc1ccc2c(c1)OC(c1ccccc1)(C(F)(F)F)NC2=O (configuration not stated)	36.3%[activator]	.	.	32.0%[activator]
COc1cc(OC)cc(C(=O)Nc2ncc3c(n2)CC(C)CC3=O)c1 (configuration not stated)	8.2%	?	-41.2%[inhibitor]	15.2%
COc1ccc(C)cc1NC(=O)c1cc2ccccc2o1	-2.6%	-0.5%	-15.2%	-10.0%

Single records, from the list above:
Entry for `Cc1ccc(C)c(CSc2nnc(-c3cccnc3)o2)c1` → p53ts 32C tox: 6.9%; IkB sig inh: -0.1%; Imprint erasure: -11.2%; p53ts 39C tox: -2.8%
Entry for `COc1ccc2c(c1)OC(c1ccccc1)(C(F)(F)F)NC2=O` (configuration not stated) → p53ts 32C tox: 36.3%[activator]; IkB sig inh: .; Imprint erasure: .; p53ts 39C tox: 32.0%[activator]

Later entries.
Compound	p53ts 32C tox	IkB sig inh	Imprint erasure	p53ts 39C tox
CCN(CC(=O)Nc1c(C(=O)OC)[nH]c2ccc(C)cc12)c1ccc2c(c1)OCO2	11.7%	?	-17.4%	5.3%
Cc1nn(CC(O)Cn2cnc3c2c(=O)n(C)c(=O)n3C)c(C)c1Br (configuration not stated)	1.7%	-2.1%	4.1%	14.5%
CC1=CC(C)(C)N2C(=O)C3(SCC(=O)N3c3ccc(O)cc3)c3cc(C)cc1c32 (configuration not stated)	19.2%	?	3.1%	7.1%
Cn1c(=O)[nH]c(=O)c2c1nc(NCCCn1ccnc1)n2CCOc1ccccc1	-6.1%	1.0%	-0.7%	3.0%
CCOC(=O)Cn1c(=O)n(C2CCCCC2)c2nc(-c3c(F)cccc3Cl)nc(C(N)=O)c21	5.4%	?	-8.4%[10.9 µM]	5.0%
C=CCN1C(=O)C2(/C(=C(\O)c3ccc4c(c3)OCCO4)C(=O)C(=O)N2CCCOC)c2ccccc21 (configuration not stated)	3.7%	-0.6%	-12.0%	12.8%
CS(=O)(=O)N(CC(=O)N1CCN(c2cccc(Cl)c2)CC1)C1CCCCC1	3.9%	4.0%	-13.8%	11.9%
Nn1nnc2ccccc21	-14.6%	1.4%	-14.6%	8.4%
CC1CCN(Cc2nc3c(c(=O)n(C)c(=O)n3C)n2Cc2cccc3ccccc23)CC1	-7.4%	-0.2%	-5.7%	-9.1%
COc1ccc(Cl)cc1NC(=O)c1ccco1	15.2%	-4.7%	-0.6%	-5.5%
COc1ccc(CCNc2nc3c(-c4cccc(F)c4)nnn3c3ccccc23)cc1OC	0.8%	?	10.9%[10.9 µM]	6.1%
COc1ccc(S(=O)(=O)c2c(Nc3ccc(C)cc3C)sc(C(=O)c3ccc(F)cc3)c2N)cc1	16.7%	0.9%	-12.8%[10.9 µM]	1.5%

(continued)
Compound	p53ts 32C tox	IkB sig inh	Imprint erasure	p53ts 39C tox
O=C(c1cccn2c(=O)c3cc(Cl)ccc3nc12)N1CCOCC1	7.7%	1.4%	-8.4%	5.7%
CC(NC(=O)c1ccccc1O)c1ccccc1 (configuration not stated)	6.2%	2.2%	-7.5%	15.3%
Cc1ccc(C(=O)N2CCC(C(N)=O)CC2)cc1C	-0.8%	3.1%	-12.5%	4.1%
CCOc1ccc(S(=O)(=O)NCCc2c(C)[nH]c3c(Cl)cccc23)cc1C	38.5%[activator]	?	-22.2%[10.9 µM]	?
COc1cccc(NC(=O)N(Cc2cn(C)c3ccccc23)C2CCCCCC2)c1	-5.5%	?	-14.2%[10.9 µM]	?
CN(C)c1ccc(CN(C(=O)COc2ccc(F)cc2)C2CCS(=O)(=O)C2)cc1 (configuration not stated)	-2.5%	0.4%	2.5%	3.1%
COc1ccc(C(=O)N2CCCC(c3nc(-c4cccs4)no3)C2)cc1OC (configuration not stated)	5.5%	4.5%	-4.2%	-5.9%
COC(=O)[C@@H]1CC[C@H](C)[C@@H](c2ccc(C)cc2)N1C(=O)c1ccc(/C=N\O[C@@H]2O[C@H](COC(C)=O)[C@H](OC(C)=O)[C@H](OC(C)=O)[C@H]2OC(C)=O)cc1	-1.1%[9.22 µM]	.	.	5.1%[9.22 µM]
COc1ccccc1-n1cnc2cc(C(=O)NCc3ccco3)ccc21	-0.4%	?	-29.2%	18.2%
O=C(NC1CCCCNC1=O)c1ccc(Cl)cc1 (configuration not stated)	-12.1%	1.5%	-16.6%	-14.7%
Cc1cc(NS(=O)(=O)c2ccccc2)n(-c2ccccc2)n1	1.4%	2.3%	-4.5%	-13.8%
Cn1c(C(=O)N(Cc2ccccc2)Cc2ccccn2)cc2sccc21	3.4%	?	-17.3%	-1.1%

Following part
Compound	p53ts 32C tox	IkB sig inh	Imprint erasure	p53ts 39C tox
Cc1nn(C(C)C(=O)NC2CCC(C)CC2)c(=O)c2cc3sccc3n12 (configuration not stated)	7.8%	?	5.2%[10.9 µM]	-9.4%
CS(=O)(=O)N1CCCC(C(=O)NCc2cccs2)C1 (configuration not stated)	-2.5%	-0.3%	-6.8%	-9.4%
COc1ccc(-c2noc(-c3ccc(N4CCN(C)CC4)c([N+](=O)[O-])c3)n2)cc1	-0.2%	-2.0%	-12.8%[10.9 µM]	-6.0%
CCCc1nnc(NC(=O)c2nc(S(=O)(=O)Cc3ccc(C)cc3)ncc2Cl)s1	?	-1.5%	-12.9%[10.9 µM]	?
Cc1ccc(C(=O)OCC(=O)Nc2sc3c(c2C#N)CCCCC3)cc1NC(=O)c1ccco1	-14.0%	?	-3.4%	-20.1%
COc1ccc(NC(=O)CN2C(=O)COc3ccc(S(=O)(=O)N4CCCCC4)cc32)cc1OC	-0.2%	-0.7%	-13.9%[10.9 µM]	-8.9%
Cc1ccc(NC(=O)/C(C#N)=C/c2ccccc2Cl)cc1C	?	?	4.3%[10.9 µM]	45.8%[activator]
O=C(c1cnccn1)N1CCC[C@@]2(CCN(C(c3ccccc3)c3ccccc3)C2)C1	8.7%	4.4%[11.4 µM]	.	8.3%
COC(=O)c1c(NC(=O)c2ccco2)sc(C(=O)N(C)C)c1C	7.5%	.	.	3.2%
Cc1csc(C(C#N)C(=O)c2ccc(S(=O)(=O)N3CCCC3)cc2)n1 (configuration not stated)	7.3%	1.6%	-2.3%	-3.8%
Cc1ccc(-c2cc(=O)[nH][nH]2)c(C)c1	-13.4%	0.8%	0.2%	17.1%
CCOC(=O)OCC1OC(c2cc(C)cc(C)c2)C=CC1OC(=O)OCC (configuration not stated)	-0.3%[9.22 µM]	.	.	-3.0%[9.22 µM]

Later entries
Compound	p53ts 32C tox	IkB sig inh	Imprint erasure	p53ts 39C tox
O=C1c2ccccc2C(Nc2ccc3c(c2)OCCO3)N1c1ccc(Cl)cn1 (configuration not stated)	4.8%	4.2%	-37.8%[inhibitor]	16.4%
CC1=C(C(=O)Nc2ccc(C)cc2C)C(c2ccccc2)n2ncc(C(=O)Nc3ccccc3)c2N1 (configuration not stated)	10.4%	?	-7.8%[10.9 µM]	-12.3%
CCS(=O)(=O)c1nc2ccccc2n1CC(=O)Nc1ccccc1C(=O)OC	-4.8%	-0.5%	3.9%[10.9 µM]	-1.4%
CCCCN(CCCC)CC(O)Cn1cc(/C=C/C(=O)c2ccccc2)c2ccccc21 (configuration not stated)	?	?	-14.3%[10.9 µM]	?
Cc1ccc2[nH]cc(C(c3ccccc3)c3ccc(Cl)s3)c2c1 (configuration not stated)	?	?	-5.7%[10.9 µM]	?
Cc1ccccc1CN1c2ccccc2-c2nc(SCC(=O)c3ccc(Cl)cc3)ncc2S1(=O)=O	4.6%	-0.1%	-10.2%[10.9 µM]	-7.4%
Cc1c(C(=O)N2CCC(C)CC2)c(S(=O)(=O)NCc2ccc(Cl)cc2)c(C)n1C	10.8%	?	15.2%[10.9 µM]	11.4%
COc1ccc(C(=O)n2nc(N)c3cc4ccc(C)cc4nc32)cc1OC	-4.0%	-0.5%	-9.4%[10.9 µM]	-17.0%
CN1CCN(Cc2cc(=O)oc3cc4c(cc23)CCC4)CC1	-4.6%	-0.5%	-23.1%	7.2%
Oc1c(C(c2ccccc2Cl)N2CCC(O)CC2)sc2nc(-c3ccco3)nn12 (configuration not stated)	0.0%	3.7%	29.1%[10.9 µM]	8.2%
COc1cccc(-c2nc(S(=O)(=O)c3ccc(C)cc3)c(N3CCCCC3)o2)c1	7.8%	?	-23.1%[10.9 µM]	12.0%
CCC/C(O)=C1\C(=O)CC(C)(C)CC1=Nc1ccc(OC)cc1OC	2.7%	0.2%	.	-5.9%

Carrying on.
Compound	p53ts 32C tox	IkB sig inh	Imprint erasure	p53ts 39C tox
Cc1cc(CN2C(=O)c3ccccc3C2=O)on1	5.2%	0.5%	-3.4%	4.7%
CCn1nc(C(=O)OCC(=O)N2c3ccccc3CC2C)c2ccccc2c1=O (configuration not stated)	3.2%	-1.7%	-4.4%	4.4%
Cc1onc(-c2c(F)cccc2Cl)c1C(=O)NCc1ccccn1	-5.6%	1.0%	-7.5%	-24.9%
COc1ccc(S(=O)(=O)NCC(c2cccnc2)N2CCN(c3ccccc3OC)CC2)cc1C (configuration not stated)	-5.3%	?	-12.8%	-0.2%
Cc1ccc2ncc(C(=O)c3ccc(C)c(C)c3)c(S(=O)(=O)c3ccc(F)cc3)c2c1	17.9%	?	-5.8%[10.9 µM]	40.3%[activator]
COc1ccccc1CNC(=O)c1ccc(CSc2nc3ccncc3n2Cc2cccc(F)c2)cc1	10.0%	?	-12.0%[10.9 µM]	-12.8%
Cc1c(C)n(Cc2ccccc2)c2ccc(C(=O)N3CCN(c4ccccc4F)CC3)cc12	6.4%	-0.4%	-6.9%[10.9 µM]	1.6%
COc1cccc(C2CC(=O)NC3=C2C(=O)CCC3)c1 (configuration not stated)	1.7%	2.0%	-5.3%	5.2%
CCS(=O)(=O)Nc1ccc(-c2nnc(SCC(=O)OC)o2)cc1	12.1%	?	10.8%	43.0%[activator]
O=C(CCC1N=C2c3ccccc3N=C(SCC(=O)Nc3ccc(F)cc3)N2C1=O)NCc1ccco1 (configuration not stated)	-4.1%	-1.3%	12.6%[10.9 µM]	-19.8%
O=C1C2=C(SCCS2)C(=O)N1c1ccccc1	3.0%	1.5%	6.7%	-3.4%
Nc1cc(OC(=O)c2ccco2)nn1S(=O)(=O)c1ccc(F)cc1	-0.4%	6.5%	.	-3.0%

More entries.
Compound	p53ts 32C tox	IkB sig inh	Imprint erasure	p53ts 39C tox
O=C(c1ccco1)N1CCN(c2cc(=O)n(C3CCCCC3)c(=O)[nH]2)CC1	20.7%	-0.9%	-2.3%	-4.2%
CN1CCN(C(=O)c2ccc(-c3nn(C)c(=O)c4ccccc34)cc2)CC1	3.2%	3.5%	-28.9%	-1.9%
CCc1ccc(NC(=O)CSc2nc(C)c(C(=O)Nc3ccc(Cl)cc3)c(-c3ccc(OC)cc3)c2C#N)cc1	17.9%	3.6%	-10.9%[10.9 µM]	-15.6%
O=C(c1cccc(S(=O)(=O)N2CCCCC2)c1)N1CCCCC1	-6.7%	-0.4%	-3.9%	8.8%
Cc1onc(-c2ccccc2Cl)c1C(=O)NCCn1ccc2ccccc21	30.8%[activator]	-0.3%	-12.1%	0.0%
C=CCOc1cccc(C2C(C(=O)c3ccco3)=C(O)C(=O)N2CCN2CCOCC2)c1 (configuration not stated)	5.9%	-1.8%	6.8%	-7.4%

Bioassay records from PubChem BioAssay.
